Bioassay records (PubChem BioAssay)
RGS4 inhibitor: Inhibitors of Regulator of G Protein Signaling (RGS) 4: qHTS. Regulator of G-protein signaling 4 (Homo sapiens), P49798. Transcreener GDP fluorescence polarization, RGS4-accelerated GTP hydrolysis. Potency, µM (highest dose often 114 µM), inactives show top-dose activity change, negative = inhibition, hits mostly inhibitors. 390,000 compounds, 0.039% hits; note: potency is the fitted concentration of half-maximal effect; % is set by controls: 0 for no effect and ±100 for the full control effect; nearly all actives have a fitted effect of over 75% in size; some results filed as inactive show a strong effect at the top dose
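MLSMR compounds (23 nl, pin-transferred) preincubated 10 min at room temperature with a 500nM (2x) first reagent, then RGS4 at 900nM (2x) plus Transcreener GDP mix added; fluorescence polarization (620/688 nm) read before and after 90 min at 30 °C.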
G9a inh: qHTS Assay for Inhibitors of Histone Lysine Methyltransferase G9a | Histone-lysine N-methyltransferase EHMT2 (Homo sapiens), Q96KQ7 | G9a H3K9 monomethylation, AlphaScreen, 2 h | Potency, µM (top dose mostly 102 µM), without a hit: at the top dose activity, negative = inhibition, hits mostly inhibitors | 350,000 compounds, 8.8% hits | AID 504332, 2011; note: potency is the fitted concentration of half-maximal effect; % is set by controls: 0 for no effect and ±100 for the full control effect; nearly all actives have a fitted effect of over 75% in size
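G9a (20 nM) was preincubated 15 min with compound, then reacted 2 h at room temperature with 500 nM biotin-H3K9 peptide and 20 µM SAM. Monomethyl-H3K9 detected by AlphaScreen using anti-H3K9me1 antibody.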
PI4K2A inh: qHTS for small molecular inhibitors of PI4K2A; activity change, negative = inhibition, % at 76.9 µM; purified PI4K2A, ADP-Glo luminescence, 1 h; hits give low values; 420,000 compounds, 0.13% hits; AID 1346378, 2018; in the data active = activity change below about -50%; inconclusive = mostly about -30% to -49%;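 note: -100% = wells without enzyme as full effect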
Target sequence (Q9BTU6 whole entry, looked up): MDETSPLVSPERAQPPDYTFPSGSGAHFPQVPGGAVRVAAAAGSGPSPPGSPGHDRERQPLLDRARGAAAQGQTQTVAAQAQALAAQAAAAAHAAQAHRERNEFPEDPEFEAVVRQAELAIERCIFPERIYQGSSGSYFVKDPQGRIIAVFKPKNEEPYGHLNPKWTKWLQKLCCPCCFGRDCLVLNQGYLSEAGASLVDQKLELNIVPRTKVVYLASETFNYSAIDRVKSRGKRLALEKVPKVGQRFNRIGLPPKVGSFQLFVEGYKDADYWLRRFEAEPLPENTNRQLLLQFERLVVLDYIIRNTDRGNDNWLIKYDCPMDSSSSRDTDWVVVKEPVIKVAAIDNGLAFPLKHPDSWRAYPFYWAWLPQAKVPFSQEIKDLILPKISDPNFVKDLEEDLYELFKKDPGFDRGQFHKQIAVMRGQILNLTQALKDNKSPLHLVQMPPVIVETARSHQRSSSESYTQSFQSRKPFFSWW
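Compounds are screened against recombinant PI4K2A using PI as substrate and ATP, the latter dispensed at 300 microM. Reactions run one hour at ambient temperature before ADP-Glo detection; full inhibition defined by wells lacking enzyme.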
BAZ2B inh: qHTS Assay for Inhibitors of BAZ2B; Bromodomain adjacent to zinc finger domain protein 2B (Homo sapiens), Q9UIF8; AlphaScreen BAZ2B-H3K14Ac peptide displacement; Potency, µM (top dose mostly 114 µM), without a hit: at the highest dose activity change, negative = inhibition, most hits filed as inhibitors; 360,000 compounds, 4.4% hits; note: potency is the fitted concentration of half-maximal effect; % is set by controls: 0 for no effect and ±100 for the full control effect; nearly all actives have a fitted effect of over 60% in size
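Protein-peptide AlphaScreen: BAZ2B 50 nM, b-H3K14Ac 50 nM, 1x PBS pH 7.4 + 0.01% Tween-20. Preincubation 30 min RT; cpd 30 min RT (top 110 uM); beads 20 min RT, light-protected.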
HP1b binding inh: HTS for Inhibitors of HP1-beta Chromodomain Interactions with Methylated Histone Tails | AID 540317, 2011 | 390,000 compounds, 0.56% hits | Potency, µM (top dose mostly 114 µM), inactives show at the highest dose activity change, negative = inhibition, most hits filed as inhibitors | AlphaScreen HP1-beta / biotin-H3K9me3 peptide binding; note: potency is the fitted concentration of half-maximal effect; nearly all actives have a fitted effect of over 70% in size; inactives centre near 23
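HP1-beta protein (50 nM final) preincubated 30 min at room temperature with biotinylated H3(1-18)K9me3 peptide (50 nM) in PBS pH 7.4, 0.01% Tween-20, then compound added for 30 min. AlphaScreen streptavidin donor/nickel chelate acceptor beads (10 ug/mL final), 30 min dark, luminescence read.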
JMJD2A Tudor: qHTS Assay for Inhibitors of JMJD2A-Tudor Domain. AlphaScreen JMJD2A-Tudor / H3K4me3 peptide binding. Potency, µM (highest dose often 114 µM), without a hit: at the top dose activity change, negative = inhibition, usual class: inhibitors. 390,000 compounds, 4.4% hits; note: potency is the fitted concentration of half-maximal effect; % is set by controls: 0 for no effect and ±100 for the full control effect; nearly all actives have a fitted effect of over 50% in size
ERG-DNA inh: qHTS for Small Molecule Inhibitors of the ERG Ets/DNA interaction. Transcriptional regulator ERG (Homo sapiens), P11308. fluorescence polarization, His-ERG Ets domain / labelled DNA. Potency, µM (series often up to 76.9 µM), for inactives: top-dose FP activity, negative = inhibition, usual class: inhibitors. 370,000 compounds, 0.028% hits. AID 624246, 2012; active = well fitted inhibition curve with a large enough effect in the polarisation, with a control signal flat; inconclusive = small, poorly fitted or top-dose-only effect, or effect the other way, or a change in a side signal; inactive = no such curve, though single readings can be large or run the other way; the % refers to the polarisation;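 note: polarization taken with two DNA probes labelled with fluorescein and Texas red; potency is the fitted concentration of half-maximal effect; % of control where 0% means no effect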
Target sequence (P11308 whole entry, looked up, the tested form may be a part): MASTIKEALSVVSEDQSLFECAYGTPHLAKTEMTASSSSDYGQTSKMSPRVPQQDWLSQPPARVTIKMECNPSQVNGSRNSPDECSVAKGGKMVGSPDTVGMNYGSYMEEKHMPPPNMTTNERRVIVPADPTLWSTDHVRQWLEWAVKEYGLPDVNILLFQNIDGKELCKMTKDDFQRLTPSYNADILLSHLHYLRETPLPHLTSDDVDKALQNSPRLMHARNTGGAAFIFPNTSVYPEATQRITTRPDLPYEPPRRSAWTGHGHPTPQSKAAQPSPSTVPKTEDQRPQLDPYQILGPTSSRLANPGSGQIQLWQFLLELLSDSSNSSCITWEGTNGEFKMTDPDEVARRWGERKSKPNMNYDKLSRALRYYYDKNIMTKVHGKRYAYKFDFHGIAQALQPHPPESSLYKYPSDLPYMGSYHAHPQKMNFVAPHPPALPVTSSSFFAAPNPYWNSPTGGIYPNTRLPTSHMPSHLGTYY
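His-tagged ERG Ets domain (1 uM in the protein solution; 300mM KCl, 50mM Tris-HCl, 1mM EDTA, 1mM DTT, pH 7.5) received compound, then a probe mix of 5 nM fluorescein-DNA and 100nM Texas-615-DNA. Fluorescence polarization was read for both dyes.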
GLS inhibitor: qHTS for Inhibitors of Glutaminase (GLS) | GLS enzymatic activity, qHTS titration | Potency, µM (top dose mostly 45.5 µM), for the others: at the highest dose activity change, negative = inhibition, usual class: inhibitors | 410,000 compounds, 0.21% hits | AID 624170, 2012; note: potency is the fitted concentration of half-maximal effect; % is set by controls: 0 for no effect and ±100 for the full control effect
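Glutamate formation by hKGA was monitored fluorometrically using coupled glutamate oxidase, HRP and Amplex Red. Substrate was added as 1 mM L-glutamine solution; incubation was 30 min at RT after an initial read.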
ALOX12 inh: Primary qHTS assay for inhibitors of human arachidonate 12S-lipoxygenase (ALOX12): Round 2; Polyunsaturated fatty acid lipoxygenase ALOX12 (Homo sapiens), P18054; purified 12hLO, xylenol orange hydroperoxide absorbance; Potency, µM (doses to about 108 µM), for the others: at the highest dose activity change, negative = inhibition, most hits filed as inhibitors; 580,000 compounds, 1.1% hits; AID 1671190, 2021; note: potency is the fitted concentration of half-maximal effect; % is set by controls: 0 for no effect and ±100 for the full control effect
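Purified human 12hLO at 150 nM in 25 mM Hepes, 0.01% Triton X-100, pH 7.0, preincubated 15 min at room temperature with compound. Reaction started with 40 uM arachidonic acid, 30 min at room temperature. Hydroperoxide measured by Fe-xylenol orange, 573/405 nm absorbance ratio.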
* = called active by the depositor; u = inconclusive; x = not tested or not shown; [ ] = dose if it differs, or a comment. Unless noted, calls come from the whole dose curve; as a rule, active = well fitted curve in the direction sought with a large enough effect; inconclusive = small, poorly fitted or top-dose-only effect, or another doubt; inactive = no such curve, though single readings can be large; an effect the other way counts as inactive or inconclusive. Some of the compounds tested; rates above refer to the full screens.

SMILES	RGS4 inhibitor	G9a inh	PI4K2A inh	BAZ2B inh	HP1b binding inh	JMJD2A Tudor	ERG-DNA inh	GLS inhibitor	ALOX12 inh
COc1cccc(-c2noc(C3CCCN(S(=O)(=O)c4cccc(Cl)c4C)C3)n2)c1 (configuration not stated)	-2.9%	u	0.1	-2.5%	52.2%	7.1%	1.7%	2.3%	-0.5%
Cc1nc2ccccc2n1CC(O)COc1ccc(C(=O)O)cc1 (configuration not stated)	12.7%	-12.7%[59 µM]	-0.6	3.0%	28.2%	-16.6%	-2.9%	6.7%	-22.2%
COc1ccc(NCC(=O)N/N=C(\C)c2cc3ccccc3o2)cc1	-5.4%	15.8µM*	-0.6	35.5µM*	-17.9%	u	4.0%	2.7%	-8.9%
COc1cc(OC)c(NC(=O)Cn2cnc3sc(C)c(S(=O)(=O)N4CCN(C)CC4)c3c2=O)cc1Cl	4.1%	u	1.4	-9.8%	u	-23.2%	-0.8%	5.1%	-22.4%
CC(C)CNC(=O)COC(=O)c1ccc(F)cc1Cl	u	-3.4%	-0.1	x	14.4%	0.7%[57.1 µM]	-8.3%	-8.8%	12.1%
c1ccc(-c2nc(NC3CCCC3)c3ccccc3n2)cc1	12.6%	x	-2.5	19.0%	31.3%[activator]	3.5%	1.7%	3.2%	5.1%
CCOC(=O)c1c(NC(=O)CNCCO)sc(C)c1C	-0.1%	-3.6%	-3.0	-0.4%	21.0%	-23.3%	-1.3%	7.1%	4.3%
Cc1ccc(NC(=O)C2CCN(S(=O)(=O)c3cc([N+](=O)[O-])ccc3Cl)CC2)nc1	3.5%	x	2.7	x	-16.7%	44.7µM*	13.5%	-6.5%	0.0%
Cc1ccc2c(c1)N(CC(=O)NCc1ccco1)C(=O)CO2	23.0%[11.4 µM]	-1.1%[59 µM]	3.7	7.9%	23.6%	-3.9%[57.1 µM]	1.4%	13.7%	-0.6%
CCCC(=O)Nc1ccc(S(=O)(=O)N2CCOCC2)cc1	-12.7%	-10.9%[59 µM]	-1.6	0.4%	18.2%	-14.0%	x	3.5%	18.3%
CN(C)/N=C1\C(=O)N(CN2CCN(c3ccccc3)CC2)c2ccccc21	-31.1%	23.1%[12.7 µM]	-2.1	-34.0%	18.6%	-26.4%	x	12.3%	1.2%
COc1ccc(OC)c(-c2csc(-c3c(N)c(C(=O)c4ccc(Cl)cc4)n4ccccc34)n2)c1	17.2%	10.8%[59 µM]	-6.2	5.1%	21.4%	-10.4%	-4.2%	-0.2%	-15.3%
CN(C(=O)c1ccc(NC(=O)Cc2cccc(NC(=O)C3CCCN(C(=O)c4ccccc4)C3)c2)cc1)C1CC1 (configuration not stated)	18.4%	x	-1.1	x	9.0%	-15.2%	-5.8%	3.5%	8.1%
COc1ccc(-c2noc(CSc3nc4ccccc4[nH]3)n2)cc1	0.1%	6.9%[59 µM]	-0.9	-10.4%	33.6%	-1.1%	-5.4%	-0.6%	-19.0%
Cc1cc(C)c(NC2=NCC(=O)N2C2CCCCC2)c(C)c1	13.6%	u	8.8	u	38.6%	-11.3%	-17.4%	-0.9%	u
Cc1ccc(-n2ncc3c2CCCC3NC(=O)CCCN2CCCCC2=O)cc1C (configuration not stated)	-12.1%	5.9%	0.5	-10.1%	28.0%	-10.3%	-12.9%	-3.3%	-18.6%
CCC1CCCCN1C(=O)CSc1nnc(-c2ccc(OC)cc2)o1 (configuration not stated)	2.4%	u	-6.1	-4.8%	56.5%[activator]	-9.2%	-7.2%	11.4%	380.1%[activator]
O=C(Nc1nc(-c2ccccn2)cs1)c1cccc(-n2cnnn2)c1	u	9.6%[59 µM]	-3.3	50.1µM*	105.2%[activator]	79.4µM*	-8.8%	7.3%	6.7%
Cc1ncc(N=Nc2ccccc2)c(-c2ccccc2)n1	-24.9%	u	3.6	14.1µM*	31.6µM*	39.8µM*	-0.8%	-10.4%	-9.2%
Cc1ccc(OCC(=O)Nc2cc(S(=O)(=O)N3CCOCC3)ccc2Cl)c([N+](=O)[O-])n1	7.3%	-1.9%	0.7	-23.5%	-33.1%	u	0.0%	-11.0%	28.3%
CCn1cc(C(=O)N2CCN(c3ccccc3)CC2)c(=O)c2cc(S(=O)(=O)N(C)C3CCCCC3)ccc21	10.0%	-29.9%[59 µM]	0.7	x	18.6%	u	-1.0%	14.6%	-5.8%
O=C(CCNC(=O)c1ccc([N+](=O)[O-])cc1)NC1CCCc2ccccc21 (configuration not stated)	-14.7%	-5.5%	-3.7	-0.7%	7.0%	-7.6%	-0.6%	7.0%	4.0%
CC1CCCC(n2cnc3cc(C(=O)O)ccc32)C1C (configuration not stated)	9.2%[11.4 µM]	-1.3%[59 µM]	5.3	-18.9%	5.5%	-13.2%[11.4 µM]	5.3%	3.3%	50.4%[activator]
CC(=O)Oc1ccc2ccccc2c1C(NC(=O)C(C)C)c1cccc([N+](=O)[O-])c1 (configuration not stated)	-5.9%	-26.3%[12.7 µM]	-2.8	u	8.2%	-14.1%	x	7.0%	-7.7%
COC(=O)CN1C(=S)N(c2ccc(OC)cc2)C(=O)C1CC(=O)Nc1ccc(F)cc1 (configuration not stated)	-27.7%	u	0.2	-16.7%	26.7%	-1.6%	-2.7%	-3.3%	-4.3%
CC(C)(C)OC(=O)N1CCC(c2c(C(=O)N3CCN(C4CCCCC4)CC3)cnn2-c2cccc(Cl)c2)CC1	8.2%	-27.7%[59 µM]	0.4	-3.0%[57.1 µM]	3.4%	-33.3%	-12.8%	-0.1%	-13.4%
CCOC(=O)N1CCN(C(=O)COc2ccccc2OC)CC1	21.6%	6.9%[59 µM]	-0.3	2.1%	24.0%	-4.3%	x	-1.9%	-7.8%
C=CCn1c(C)cc(C2=NNC(=NC(C)(C)C)SC2)c1C	2.4%	u	-3.9	u	-25.3%	u	-3.3%	17.5%	-30.5%
CCCCn1c(N)c(N(CC(C)C)C(=O)c2ccc(-c3ccc([N+](=O)[O-])cc3)o2)c(=O)[nH]c1=O	-13.0%	39.8µM*	-0.8	-2.3%	8.2%	-11.4%	x	0.0%	u
COc1cc(NC(=O)C(C)Oc2ccccc2)cc(OC)c1 (configuration not stated)	7.7%	13.9%[59 µM]	-0.4	-2.8%	31.7%[activator]	3.2%	-0.2%	6.7%	0.0%
COCCCNc1nc2ccccc2nc1NS(=O)(=O)c1cccc(Cl)c1	0.8%	7.4%[12.7 µM]	-3.3	2.0%	47.5%	2.1%	-5.7%	2.6%	-11.2%
COc1ccc(C(=O)Nc2noc3ccccc23)cc1	22.2%	41.2%[59 µM]	-73.1*	27.0%	45.0%[activator]	6.2%	-15.6%	2.5%	-20.1%
Cc1nc2c(sc(=S)n2Cc2ccco2)c(=O)n1CC(=O)Nc1ccccc1	-5.7%[56.9 µM]	19.7%	2.5	-11.2%[57.1 µM]	41.8%[activator]	-0.7%	0.2%	-4.0%	u
CCOc1ccc(-c2cc(C(=O)NC(C)c3ccccc3)c3ccccc3n2)cc1 (configuration not stated)	-18.4%	9.4%[59 µM]	-2.8	2.7%	36.3%	2.4%	1.9%	2.8%	-22.0%
Cc1cc(=O)[nH]c2ccc(S(=O)(=O)Nc3ccc(O)cc3)cc12	8.8%	x	-0.9	-3.6%	29.4%	-10.9%	0.9%	38.3%[activator]	0.8%
CCN(Cc1ccccc1)c1ncnc2c1nnn2C	-1.7%	-31.8%[59 µM]	-0.5	-1.9%	3.9%	0.0%	0.1%	-17.1%	-18.2%
COc1ccc(-c2cn3cc(C(F)(F)F)cc(Cl)c3n2)cc1	-26.8%	49.6%[12.7 µM]	-5.5	11.2%	80.1%[activator]	47.1%[activator]	0.3%	32.8%[activator]	-6.1%
Nc1ncc(Br)cc1S(=O)(=O)NCCC(=O)N1CCN(c2ccccc2)CC1	0.7%	-11.8%	5.0	-38.6%	24.6%	-11.0%	7.8%	5.5%	1.7%
Cc1ccc(OCc2nnc(SCc3ccc(C#N)cc3)n2-c2ccc(C)cc2)cc1	-4.1%	u	5.3	-7.7%	31.7%	-9.1%	-2.7%	2.1%	19.4%

Single records, from the list above:
CCOC(=O)N1CCN(C(=O)COc2ccccc2OC)CC1 across the screens: RGS4 inhibitor: 21.6%; G9a inh: 6.9%[59 µM]; PI4K2A inh: -0.3; BAZ2B inh: 2.1%; HP1b binding inh: 24.0%; JMJD2A Tudor: -4.3%; ERG-DNA inh: x; GLS inhibitor: -1.9%; ALOX12 inh: -7.8%
CCOc1ccc(-c2cc(C(=O)NC(C)c3ccccc3)c3ccccc3n2)cc1 (configuration not stated) across the screens: RGS4 inhibitor: -18.4%; G9a inh: 9.4%[59 µM]; PI4K2A inh: -2.8; BAZ2B inh: 2.7%; HP1b binding inh: 36.3%; JMJD2A Tudor: 2.4%; ERG-DNA inh: 1.9%; GLS inhibitor: 2.8%; ALOX12 inh: -22.0%
